AmpC detergent: inhibitors of E. coli AmpC beta-lactamase with detergent | AmpC hydrolysis of nitrocefin, absorbance 480 nm, 0.01% Triton | Potency, µM (highest dose often 114 µM), for inactives: at the top dose activity change, negative = inhibition, hits mostly inhibitors | hit rate 0.041% among 370,000;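 further: potency means the concentration at half of the fitted maximal effect; 0% = no-compound wells and -100% = no-enzyme wells; nearly all actives have a fitted effect of over 25% in size; some results filed as inactive show a strong effect at the top dose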
Target sequence (P00811 whole entry, looked up): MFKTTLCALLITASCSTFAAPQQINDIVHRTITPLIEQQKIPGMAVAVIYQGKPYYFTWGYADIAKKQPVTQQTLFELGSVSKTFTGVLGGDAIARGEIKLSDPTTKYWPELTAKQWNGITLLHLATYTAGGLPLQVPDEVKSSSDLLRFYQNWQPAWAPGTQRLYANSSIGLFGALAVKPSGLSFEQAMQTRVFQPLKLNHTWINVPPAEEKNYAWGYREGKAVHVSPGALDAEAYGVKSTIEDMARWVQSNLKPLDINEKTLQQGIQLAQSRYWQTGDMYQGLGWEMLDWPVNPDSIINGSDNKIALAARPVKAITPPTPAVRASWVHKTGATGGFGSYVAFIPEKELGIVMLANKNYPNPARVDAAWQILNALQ
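AmpC (5.3 nM in the dispensed reagent) in 20 mM phosphate pH 7.0 with 0.01% (detergent screen) or 0.0001% Triton X-100 was preincubated with compounds for 15 min at room temperature. Nitrocefin was then added from an 800 uM solution, and hydrolysis was followed at 480 nm.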
Shiga toxin inh: Shiga toxin inhibition; Vero cells, Shiga toxin protein synthesis inhibition reporter; AID 2315; inhibition, % at 38.7 µM; hit rate 9.2% among 290,000; in the data active means inhibition mostly above about 28%, no sharp cut-off; inactive means mostly below about 43%; further: 0% is about no effect
AMA1 RON2 block: inhibitors of Plasmodium falciparum AMA1-RON2 interaction; AlphaScreen AMA1-biotinylated RON2 peptide binding; Potency, µM (highest dose often 58.2 µM), for inactives: at the top dose activity change, negative = inhibition, most hits filed as inhibitors; hit rate 0.2% among 360,000; AID 720542;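 further: potency means the concentration at half of the fitted maximal effect; 0% = vehicle wells and -100% = peptide control; nearly all actives have a fitted effect of over 45% in size; some results filed as inactive show a strong effect at the top dose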
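AMA1 (3D7) with his tag at 25 nM final met compounds first, then biotinylated RON2 peptide at 25 nM; detection used donor plus acceptor beads, 10 µg/mL apiece, read by AlphaScreen after 30 min at room temperature.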
AmpC no deterg: AmpC beta-lactamase inhibition without detergent | P00811 | AmpC nitrocefin hydrolysis, absorbance 480 nm, 0.0001% Triton | Potency, µM (series often up to 57.1 µM), without a hit: top-dose activity change, negative = inhibition, hits mostly inhibitors | hit rate 0.52% among 330,000 | AID 485341;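 further: potency means the concentration at half of the fitted maximal effect; plate controls were no compound for no effect and no enzyme for full effect; nearly all actives have a fitted effect of over 20% in size; some results filed as inactive show a strong effect at the top dose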
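AmpC (5.3 nM in the dispensed reagent) in 20 mM phosphate pH 7.0 with 0.01% (detergent screen) or 0.0001% Triton X-100 was preincubated with compounds for 15 min at room temperature. Nitrocefin was then added from an 800 uM solution, and hydrolysis was followed at 480 nm.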
HCMV antiviral: inhibitors of human cytomegalovirus; hit rate 4.5% among 410,000; activity change, negative = inhibition, % at 57.5 µM; HFF cells, HCMV-luciferase reporter, 72 h; active compounds read low; in the data active means activity change below about -60%; inconclusive means no clear call, values can overlap the other calls; inactive means above about -39%; further: on the % scale 0 is the no-effect control and ±100 the full control effect
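Two compound doses tested in HFFs infected with HCMV-luciferase, MOI 1 PFU/cell, 72 h at 37C. Lysate luminescence read with OneGlo; data normalized against buffer-only and 10uM Salinomycin inhibitor controls.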
FBPA Giardia inh: Giardia lamblia aldolase inhibition; hit rate 0.71% among 290,000; A8B2U2; AID 2451; Potency, µM (doses to about 59.6 µM), without a hit: at the top dose activity, negative = inhibition, hits mostly inhibitors; purified Giardia FBPA; further: potency means the concentration at half of the fitted maximal effect; on the % scale 0 is the no-effect control and ±100 the full control effect; nearly all actives have a fitted effect of over 55% in size
Target sequence (A8B2U2 whole entry, looked up): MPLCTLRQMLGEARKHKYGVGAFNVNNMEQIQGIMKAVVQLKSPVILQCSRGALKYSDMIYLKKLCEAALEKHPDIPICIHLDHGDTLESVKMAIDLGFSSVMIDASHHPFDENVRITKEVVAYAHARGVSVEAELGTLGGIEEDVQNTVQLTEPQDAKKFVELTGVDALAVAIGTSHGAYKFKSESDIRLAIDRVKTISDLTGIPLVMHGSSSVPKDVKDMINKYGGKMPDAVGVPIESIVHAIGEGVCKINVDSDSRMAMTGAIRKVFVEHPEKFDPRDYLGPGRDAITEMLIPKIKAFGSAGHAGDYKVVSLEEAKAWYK
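40 nM FBPA preincubated 10 min at RT with compound (up to 57.5 uM final), then substrate plus GAPDH/TPI/NAD/arsenate coupling and diaphorase/resazurin added. Fluorescence read after 20 min at RT, 525/598 nm.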
CHX counter: counter-screen hit for Shiga toxin inhibitors, cycloheximide; cell reporter, cycloheximide protein synthesis inhibition counterscreen; max response, %; hit rate 12% among 300,000; AID 2314; in the data active means max response mostly above about 13%, no sharp cut-off; inactive means mostly below about 14%; further: read at 38.3 µM for the half of the compounds with a filed dose; 0% is about no effect
An asterisk follows results filed as active; i = inactive; ? = inconclusive; / = no result given; [ ] = remark or other dose. Unless noted, the call rests on the fitted dose curve; in most records, active means well fitted curve in the direction sought with a large enough effect; inconclusive means small, poorly fitted or top-dose-only effect, or another doubt; inactive means no such curve, though single readings can be large; an effect the other way counts as inactive or inconclusive. Hits appear at their usual frequency. Share with any hit: about 16%.

Order of results – AmpC detergent, Shiga toxin inh, AMA1 RON2 block, AmpC no deterg, HCMV antiviral, FBPA Giardia inh, CHX counter
Cc1cccc(C)c1NC(=O)CCCN1C(=O)C(c2ccccc2)Oc2cccnc21 (stereo not given)
 : 2.8%, -0.9, -14.1%, -4.6%, ?, 8.9%, 13.8
CN(C)c1ncc(S(=O)(=O)c2ccccc2)c(-c2ccc(Cl)cc2Cl)n1
 : ?, -13.1, 9.5%, -2.9%, -17.5, 8.2%, -0.8
Cc1cccc(NS(=O)(=O)c2ccc(C)c(C(=O)NCC(c3cccs3)N(C)C)c2)c1 (stereo not given)
 : -6.4%, /, -11.4%, 55.0%, -28.9, /, /
COc1ccc(CC(=O)NC(CC(=O)O)c2ccc(OC)cc2)cc1 (stereo not given)
 : ?, 8.7, 0.0%, -10.4%, 26.5, -0.9%[12.9 µM], 5.4
O=c1c2cc(Cl)cc(Cl)c2nc2n1CCC2
 : 0.5%, -15.0, 0.3%, -9.8%, -27.1, 6.4%, 0.9
Cc1cc(C)cc(OCC(=O)Nc2ccc3c4c(cccc24)CC3)c1
 : -11.9%, -9.5, 11.5%, -10.1%, 11.5, /, -1.7
COc1ccc(CCN2CC(C(=O)Nc3cc(F)ccc3F)CC2=O)cc1OC (stereo not given)
 : -11.4%, /, 49.2%[activator], -6.4%, 10.6, /, /
Cc1nn(C)c(C)c1NC(=O)COc1ccc(Cl)cc1
 : -1.9%, /, 0.5%, -12.0%, 0.0, /, /
Clc1cccc(Cl)c1Cn1ccc(C2CC2)n1
 : -2.3%, 63.5*, 1.5%, -2.4%, -30.8, -1.6%, 40.6*
O=C(Nc1cccc(Cl)c1)c1ccc(S(=O)(=O)NCC2CCCO2)cc1 (stereo not given)
 : 7.1%, 5.9, -1.8%, -25.3%, ?, 4.7%, -0.6

Record cards, from the list above:
Results for `Cc1cccc(C)c1NC(=O)CCCN1C(=O)C(c2ccccc2)Oc2cccnc21` (stereo not given) → AmpC detergent = 2.8%; Shiga toxin inh = -0.9; AMA1 RON2 block = -14.1%; AmpC no deterg = -4.6%; HCMV antiviral = ?; FBPA Giardia inh = 8.9%; CHX counter = 13.8
Results for `Cc1nn(C)c(C)c1NC(=O)COc1ccc(Cl)cc1` → AmpC detergent = -1.9%; Shiga toxin inh = /; AMA1 RON2 block = 0.5%; AmpC no deterg = -12.0%; HCMV antiviral = 0.0; FBPA Giardia inh = /; CHX counter = /

Other entries.
Order of results – AmpC detergent, Shiga toxin inh, AMA1 RON2 block, AmpC no deterg, HCMV antiviral, FBPA Giardia inh, CHX counter
O=C(NCCn1c(-c2ccncc2)nc2ccccc21)[C@H]1CCCN1c1nc(CN2CCCCC2)cs1
 : -12.4%, -3.6, 42.6%[activator], -21.6%, -27.4, -17.0%, 1.4
COc1ccc(Cn2c(O)c(C=Nc3ccc(O)cc3)c3ccccc3c2=O)cc1
 : ?, -2.9, -6.5%, -22.7%, ?, -4.8%, 7.4
Cc1csc(SCC(=O)Nc2ccccc2[N+](=O)[O-])n1
 : ?, 62.5, -20.8%, -20.7%, -16.2, 0.4%, 23.6
CC(=O)Nc1ccc2c(c1)ncn2-c1ccc(C)cc1
 : -6.7%, 98.6*, 8.8%, -1.2%, 29.9, 3.8%, 42.1*
COc1ccc(N2CCN(C(=S)Nc3ccc(F)cc3)CC2)cc1
 : ?, /, -8.5%, -20.3%, -19.6, -1.2%, -2.6
CCCCNC(=O)COC(=O)c1ccc(Cl)c(S(N)(=O)=O)c1
 : -5.7%, 2.9, 2.5%, 6.5%, -0.5, -9.8%, 4.4
Nc1nn(-c2cccc(F)n2)cc1-c1ccccc1
 : 10.3%, 107.3*, -26.8%, -0.5%, 16.2, -8.1%, 40.4*
Cc1[nH]c(=O)[nH]c(=O)c1S(=O)(=O)NCCOC12CC3CC(CC(C3)C1)C2
 : -2.6%, -5.4, 9.6%, -16.7%, 17.7, 4.8%, -2.5
CCc1n[nH]c(=S)n1/N=C/c1c(C)nn(-c2ccccc2)c1Cl
 : -1.5%, -1.5, 49.5%[activator], -13.9%, ?, 5.7%, 10.9
O=C(COC(=O)c1cn(-c2ccccc2)nc1-c1ccccc1)Nc1ncc(Cl)cc1Cl
 : ?, -2.7, -5.4%, -40.6%, ?, -7.5%, -5.6
O=C(/C=C/c1ccc(Br)o1)NC(c1ccccc1)c1ccccc1
 : 1.5%, -7.8, -11.0%, -30.8%, -24.9, -2.1%, -1.2
Cc1nnc(SCC(=O)N2CCC(Cc3ccccc3)CC2)n(N)c1=O
 : 1.2%, 9.9, 4.0%, -0.9%, -0.9, 5.5%, 2.8
CCc1nc(Cl)c(C#N)c2c1CSC(C)(C)C2
 : -9.3%, -5.2, -1.6%, -14.3%, 35.5, 2.6%, -2.0
CCN(CC)C(=O)CSc1nc2sc(C)c(C)c2c(=O)[nH]1
 : ?, -8.1, 1.9%, -23.5%, -10.8, -30.0%, -0.9
COC(=O)CCC(=O)N1CCCC(CO)(Cc2ccccc2F)C1 (stereo not given)
 : ?, 1.0, 18.6%, 2.4%, 10.2, 2.1%, -1.0
CCOC(=O)CC1COCCN1C(=O)c1cc(COc2ccc(F)cc2Cl)on1 (stereo not given)
 : 1.2%, 60.8*, 0.6%, 135.2%[activator], 22.0, /, 39.1*
CCc1ccc2[nH]c3nc(SCC(=O)NCC4CCCO4)nnc3c2c1 (stereo not given)
 : -7.5%, 6.5, -17.4%, -2.3%, ?, -4.7%, -9.0
S=C(NCCCNC(=S)Nc1ccccc1)Nc1ccccc1
 : -5.9%, 16.8, 12.3%, -19.6%, -14.0, 4.4%, -1.8
Cc1cccc(Cl)c1OCCCCn1ccnc1
 : ?, -4.4, 11.4%, -14.0%, -30.5, -10.3%, -1.7
CCC1CCCCN1CCCNC(=O)c1ccc2c(c1)N(Cc1ccc(F)cc1)C(=O)c1ccccc1S2=O (stereo not given)
 : -12.0%, -18.6, -10.3%, 129.9%[activator], -33.2, -13.3%, -11.6
CC1(C)Oc2ccc3ccc(=O)oc3c2/C(=C/NCCN/C=C2\C(=O)C(C)(C)Oc3ccc4ccc(=O)oc4c32)C1=O
 : -0.1%, 1.1, /, 3.9%, /, 2.5%, -4.8
COc1ccc(CC(C)N2CCN(c3cccc(C(F)(F)F)c3)CC2)cc1OC (stereo not given)
 : ?, -8.5, -15.7%, 101.8%[activator], ?, -12.1%, -4.1
O=c1c(-c2ccccc2)coc2cc(O)ccc12
 : ?, 93.0*, -5.1%, -7.0%, 16.7, 14.9%, 51.6*
COc1ccc(N(C(=O)CNC(=O)c2ccco2)C(C(=O)NC2CCCC2)c2cccnc2)cc1 (stereo not given)
 : -8.5%, -9.2, 1.1%, -10.3%, 18.6, -2.2%, 9.3
O=S(=O)(NCc1csc(-c2cccnc2)n1)c1ccc(Cl)s1
 : ?, -3.1, -0.6%, -86.0%, -10.7, -17.4%, -0.6
C=CCNC(=O)C1CCN(S(C)(=O)=O)CC1
 : -11.8%, -7.6, 5.4%, -6.9%, 28.5, -2.7%, -4.4
Cc1cccc(NC(=O)c2ccc(S(=O)(=O)N(C)C)cc2)n1
 : ?, 78.0*, 5.1%, -10.6%, 44.4, -2.7%, 36.7*
Cc1cc(=O)cc(C)n1-c1ccccc1N1CCOCC1
 : -2.8%, -13.1, -3.6%, 0.5%, 15.9, 6.3%, -3.4
OC(COc1ccc(F)cc1Cl)CN1CCc2ccccc2C1 (stereo not given)
 : ?, 16.9, -9.2%, 44.9%, 22.7, 6.9%, -2.7
Cc1ccc(C(=O)O/N=C2\CC3CCC2(C)C3(C)C)cc1 (stereo not given)
 : ?, -6.6, 3.0%, 3.0%, -2.2, -3.8%, -0.7
O=C(Cc1ccccc1[N+](=O)[O-])N1CCc2ccccc2C1
 : 2.7%, 50.6, -4.6%, -16.3%, -7.2, 2.8%, 15.3*
COc1cccc(N2CCN(C3CC(=O)N(c4cccc(Cl)c4)C3=O)CC2)c1 (stereo not given)
 : ?, -5.3, 5.8%, 57.3%, -2.5, -3.1%, -3.3
N/C(=N\OC(=O)c1ccc(Cl)cc1Cl)c1ccncc1
 : 1.6%, 82.2*, 15.8%, -4.0%, 50.2, 2.7%, 30.0*
Cc1ccc(Nc2nc(N)nc(CCl)n2)c(C)c1
 : -3.3%, 105.9*, 22.8%, -12.5%, -102.7*, 1.9%, 78.5*
COc1ccc(N2C(=O)CC(NNC(=O)c3ccco3)C2=O)cc1 (stereo not given)
 : ?, 20.6, 20.1%, -5.8%[11.4 µM], -16.7, 5.9%, 8.1
CSCCC(NC(=O)c1ccccc1)C(=O)NCC(C)(C)N1CCOCC1 (stereo not given)
 : ?, /, 7.9%, -14.8%, -1.8, /, /
C=CCC(C(=O)NC(C)c1ccccc1)C(=O)NC(C)c1ccccc1 (stereo not given)
 : 2.9%, 20.3, 2.6%, -17.7%, -3.1, -2.5%, -4.3
COC(=O)c1ccc(CSc2nc(-c3ccco3)cc(C(F)(F)F)n2)o1
 : -8.3%, -3.0, 6.4%, -5.3%, -8.9, -16.6%, -2.5
Cc1cccc(NC(=O)CCCn2cc([N+](=O)[O-])cn2)n1
 : 5.0%, -8.1, 14.0%, -24.5%, 19.4, 4.3%, -2.7
CCOc1ccc(N(CC(=O)Nc2cccnc2)S(C)(=O)=O)cc1
 : -4.5%, -17.7, -0.9%, -5.1%, -19.3, 4.4%, -5.3
Cc1cc(C(=O)NC2CCCc3c2cnn3-c2ccc(C)c(C)c2)no1 (stereo not given)
 : 0.7%, 18.6, -5.4%, 47.4%, -29.7, /, 14.6*
Cc1cccc([C@H]2[C@@H]3C=CCC[C@@]3(C)C(=O)N2Cc2ccccc2)c1
 : /, i, /, /, /, 14.3%[89.2 µM], 17.6
CCN(CC)S(=O)(=O)c1ccc2c(c1)nc(CCC(=O)Nc1ccc3c(c1)OCO3)n2CC
 : ?, 15.3, -6.3%, -8.1%, -68.1*, 0.3%, 8.2
O=C(NCC(=O)N1CCCC1C(=O)O)OC1CCCCC1 (stereo not given)
 : -9.5%, 0.9, -6.0%, -13.2%, -7.0, 15.2%, -1.3
Cc1cccc(-n2c(C)cc(/C=N\NC(=O)c3ccco3)c2C)c1
 : 3.4%, 96.5*, 46.9%[activator], -21.1%, -34.6, -8.2%, 35.3*
CCCCNC(=S)NCC(c1ccccc1)c1c[nH]c2ccccc12 (stereo not given)
 : 3.2%, -6.7, 4.4%, -46.1%, ?, 13.9%, -0.6
CC1(C)CC(=O)C(/C=N/c2ncccc2C(=O)O)=C(O)C1
 : -3.1%, 79.0, 42.2%[activator], -11.2%, -3.6, -4.5%, 7.5
Cc1cc(C)c2c(CN3CCN(Cc4ccc5c(c4)OCO5)CC3)cc(=O)oc2c1
 : ?, 19.7, -9.1%, 3.5%, -9.1, -0.3%, 0.3
Cc1ccc(Cn2c(=N)c(C(=O)NCC3CCCO3)cc3c(=O)n4cccc(C)c4nc32)cc1 (stereo not given)
 : -5.4%, -4.2, -10.7%, 77.1%[activator], -107.4*, 5.3%, -8.5
O=C(Nc1ccccc1C(=O)NCC1CCCO1)c1ccccc1 (stereo not given)
 : -2.8%, -9.2, -2.8%, -24.1%, -10.8, 2.7%, 7.9
